# S100A4 inh HTS = inhibitors of S100A4-myosin IIA peptide binding, primary screen, biochemical, fluorescence polarization, TAMRA-MyoIIA peptide; Protein S100-A4 (Homo sapiens), P26447; actives 0.14% (n = 360,000); inhibition, % at 10.7 µM; AID 652163, 2013;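 active means mean inhibition of at least 70% across replicates, with every replicate also reaching that level; inconclusive means mean inhibition reaches 70% but some replicates fall short; inactive means mean inhibition below 70%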
# Target sequence (P26447 whole entry, looked up): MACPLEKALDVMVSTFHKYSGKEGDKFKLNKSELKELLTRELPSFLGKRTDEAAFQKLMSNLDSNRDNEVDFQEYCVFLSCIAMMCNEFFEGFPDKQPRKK
#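 Assay system: human S100A4 monomer with TAMRA-labelled myosin IIA peptide / Buffer or medium: Calcium-containing HEPES buffer, pH 7.2 / Reagent: TAMRA-labelled myosin IIA heavy-chain peptide probe, 5 nM / Compound: one dose per compound / Timing: polarization read 5 min after assay mix addition, stable 5–60 min / Benchmarks: neutral control DMSO, positive control TFP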
# ERp5 inh = inhibitors of ERp5-driven insulin aggregation, primary screen, biochemical, turbidity, absorbance 650 nm, single point; 90 min; AID 651711, 2012; inhibition, % at 9.99 µM; actives 0.05% (n = 350,000);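 active means mean replicate inhibition above about 25%, with every replicate also reaching it, limit read from the data, passing the limit was not always enough; inconclusive means only one of those two criteria met; inactive means neither criterion met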
# DENV2 CPE = inhibitors of DENV2 cytopathic effect, primary screen, cell-based, plate reader, single concentration; DENV2-infected cells, cytopathic effect rescue; CPE inhibition, % at 9.99 µM; actives 1.7% (n = 350,000); in the data active means CPE inhibition above about 20%, passing the limit was not always enough; inconclusive means no clear call, values can overlap the other calls; tested in BHK-21 cells;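 further: 0% = median of neutral control wells and 100% = median of positive control wells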
# PglD inh = C. jejuni PglD acetyltransferase inhibitors, primary screen, biochemical, DTNB colorimetric, single point; inhibition, % at 12.5 µM; purified PglD enzyme, DTNB colorimetric CoA detection; UDP-N-acetylbacillosamine N-acetyltransferase PglD (Campylobacter jejuni); actives 0.098% (n = 360,000); in the data active means inhibition above about 16%, passing the limit was not always enough; inconclusive means no clear call, values can overlap the other calls; further: strong numbers were not always called active
# E-sel inducer = E-selectin induction in HUVECs, primary screen, imaging, HUVEC, immunofluorescence imaging, single point; P16581; normalized: neutral wells 0, TNF-alpha wells 100; activation, % at 7.58 µM; actives 0.37% (n = 260,000); AID 686992, 2013;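 active means mean E-selectin-positive cell signal at least 10% of the positive control, reached in at least 60% of replicates, without over 20% cell loss; inconclusive means no rule given, readout overlaps actives, possibly toxicity-flagged; inactive means the rest, including those meeting only one limit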;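 further: in these data hits start at about 27%; measured in HUVEC primary endothelial cells; signal is the percent of cells scored E-selectin positive by PE staining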
# Target sequence (P16581 whole entry, looked up): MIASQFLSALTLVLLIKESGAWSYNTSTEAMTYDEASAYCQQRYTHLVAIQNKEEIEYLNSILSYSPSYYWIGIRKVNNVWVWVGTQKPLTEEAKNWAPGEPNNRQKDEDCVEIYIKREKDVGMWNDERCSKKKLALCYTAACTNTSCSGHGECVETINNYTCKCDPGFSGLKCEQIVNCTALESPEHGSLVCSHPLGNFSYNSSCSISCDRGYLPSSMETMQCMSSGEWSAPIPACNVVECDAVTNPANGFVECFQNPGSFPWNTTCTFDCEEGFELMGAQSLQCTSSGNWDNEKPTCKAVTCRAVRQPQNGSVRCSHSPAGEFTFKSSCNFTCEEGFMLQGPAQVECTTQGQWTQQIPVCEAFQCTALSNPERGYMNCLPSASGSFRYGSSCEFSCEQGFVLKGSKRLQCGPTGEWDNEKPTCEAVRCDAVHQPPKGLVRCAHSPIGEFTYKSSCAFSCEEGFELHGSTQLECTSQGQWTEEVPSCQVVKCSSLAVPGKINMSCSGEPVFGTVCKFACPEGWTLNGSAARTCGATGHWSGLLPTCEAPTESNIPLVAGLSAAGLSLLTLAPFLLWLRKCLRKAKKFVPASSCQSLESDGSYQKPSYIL
#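 System: HUVEC / Compound: single concentration / Signal: immunofluorescence imaging / Read-out: percent E-selectin-positive cells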
# C2C12 statin = suppressors of statin myotoxicity in C2C12 myotubes, primary screen, cell-based, single point, plate reader. C2C12 myotubes + simvastatin, ATP luminescence, 48 h; scaled: DMSO 0, geranylgeraniol control 100. rescue of ATP level, % at 7.49 µM. actives 0.78% (n = 330,000);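 active means mean ATP rescue above about 67%, or every replicate alone reaching that limit, limit read from the data, passing the limit was not always enough; inconclusive means no clear call, values can overlap the other calls; inactive means mean under the limit and some replicate under it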;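 further: myotubes were challenged with 10 µM simvastatin during compound exposure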
# SIRT5 block = SIRT5 desuccinylase inhibitors, primary screen, biochemical, fluorescence imaging, single point, set 5; actives 1.1% (n = 330,000); AID 652115, 2013; Purified SirT5, succinyl-peptide AMC, trypsin-coupled fluorescence; inhibition, % at 15 µM; in the data active means inhibition above about 15%; inconclusive means no clear call, values can overlap the other calls
# Target sequence (Q9NXA8 whole entry, looked up): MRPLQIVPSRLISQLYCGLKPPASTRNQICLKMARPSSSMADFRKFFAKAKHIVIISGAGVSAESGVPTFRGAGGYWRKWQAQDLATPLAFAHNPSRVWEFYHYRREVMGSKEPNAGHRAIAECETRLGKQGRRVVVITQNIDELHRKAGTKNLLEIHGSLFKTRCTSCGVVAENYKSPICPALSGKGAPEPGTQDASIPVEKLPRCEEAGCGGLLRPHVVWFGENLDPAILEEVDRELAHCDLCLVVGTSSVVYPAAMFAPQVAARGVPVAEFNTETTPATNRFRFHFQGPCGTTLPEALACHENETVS
# * = called active by the depositor; ? = inconclusive; nt = no result given; & = joins results of further samples.
# Each structure is followed by: S100A4 inh HTS	ERp5 inh	DENV2 CPE	PglD inh	E-sel inducer	C2C12 statin	SIRT5 block
- CC1(c2ccccc2)NC(=O)N(CC(=O)NCc2ccc3c(c2)OCO3)C1=O (stereo not given)
  -4	0	4	1	0.0	-2	-4
- NC(=O)c1ccsc1NC(=O)C1CCCCC1
  -2	-3	?	-7	-0.1	nt	-1
- CCOc1ccc(-c2nc3c(s2)CCc2onc(-c4ccc(OC)cc4)c2-3)cc1
  nt	nt	nt	6	0.2	9	nt
- CC(C)c1c(C(=O)N/N=C/c2ccc(C(F)(F)F)cc2)nnn1-c1nonc1N
  -6	2	0	-2	nt	-29	0
- C[C@@H]1C=C(C(=O)N2CCN(Cc3ccccc3)CC2)O[C@H](OCc2ccc(CO)cc2)C1
  -1&1	1&-2	-2&14	-7&6	-0.2	0	-1&5
- CCc1c(Nc2ccccc2Cl)nc(N)[nH]c1=O
  -3	-9	3	-6	0.0	7	-3
- Cc1ccc(-c2ccc([C@@H]3[C@H]4CN(C(=O)Cc5ccccn5)CC(=O)N4[C@H]3CO)cc2)cc1
  3	2	-5	nt	-0.1	nt	3
- Cc1ccc(S(=O)(=O)N2CCN(C(=O)CSc3ncn[nH]3)CC2)c(C)c1
  14	-5	-1	nt	-0.1	nt	-6
- CC1(C(=O)N2CCCCC2)CCN1C(=O)C1(c2ccccc2)CC1 (stereo not given)
  3	6	?	4	-0.1	8	nt
- CC(=O)Nc1ccc(C=NNC(=O)C2CC2)cc1
  -2	7	11	7	-0.2	5	nt
- COc1ccc(CCNC(=O)CSc2cn(Cc3ccccc3)c3ccccc23)cc1OC
  -3	-5	-3	-3	1.0	-2	1
- Cc1nc(Cc2ccc(OC(C)C)cc2)[nH]c(=O)c1CC(=O)O
  9	-1	0	nt	nt	nt	-6
- O=C(Nc1ccc(F)cc1)Nc1ccc2c(c1)[C@@H]1C[C@H](CC(=O)N3CCOCC3)O[C@H](CO)[C@@H]1O2
  -11	-7	-1	2	-0.8	2	8
- O=C1OCc2nc3cc4c(cc3c(-c3ccc(F)cc3)c21)OCO4
  -4	0	5	-5	nt	-1	0
- CC(=O)c1ccccc1OC(=O)COc1ccc([N+](=O)[O-])cc1
  -2	0	8	3	0.8	8	3
- O=C(c1cccc(F)c1)N1CCCCN2[C@@H](CO)[C@H](c3ccc(/C=C/c4ccccc4)cc3)[C@@H]2C1
  -9	-3	-3	1	-0.8	nt	1
- Cc1cc(C(=O)Nc2cccc3c2O[C@H](CN(C)S(=O)(=O)c2cccs2)[C@H](C)CN([C@@H](C)CO)C3=O)n(C)n1
  -4	-2	0	2	0.1	2	2
- COc1ccc(S(=O)(=O)N2CCN(C(=O)c3ccc(COc4ccccc4)o3)CC2)cc1
  5	2	8	-3	-0.7	-51	-2
- CCc1nccn1C(=O)c1cnn2c(C(F)F)cc(-c3ccc(C)cc3)nc12
  -17	1	-13	7	nt	nt	0
- Cc1ccc(C(=O)NC(NCc2ccccc2)C(Cl)(Cl)Cl)cc1 (stereo not given)
  9	7	nt	1	nt	nt	2
- CCC(C)NC(=O)c1cc2c(=O)n3ccccc3nc2s1 (stereo not given)
  -3	6	-4	-2	-0.1	-7	-31
- O=C(O)/C=C/C(=O)NNC(=O)c1cc(-c2ccccc2)n[nH]1
  2	6	3	nt	nt	nt	-3
- COc1ccc(-c2cc3nc(CCl)[nH]c(=O)c3s2)cc1
  -3	0	8	-1	nt	-5	-10
- COc1ccc(C(=O)O)cc1S(=O)(=O)NCc1ccccn1
  -1	1	2	2	-0.3	-7	-12
- CCC(CO)(CO)N(CC(=O)Nc1ccc(OC)cc1)CC(=O)Nc1ccc(OC)cc1
  21	4	-3	-1	0.2	0	-3
- COc1ccc(NC(=O)N(C)C[C@@H]2OCCCC[C@@H](C)Oc3ccc(N(C)C)cc3C(=O)N([C@H](C)CO)C[C@@H]2C)cc1
  -7	-1	0	-4	0.0	-9	2
- Cc1cn([C@H]2C[C@H](O)[C@@H](CNCc3ccc(CN(C)S(C)(=O)=O)o3)O2)c(=O)[nH]c1=O
  -1	0	?	17	-1.6	6	-3
- c1cn(CCCNC2CCCCCCC2)cn1
  12	3	9	1	1.3	nt	-5
- CC(C)(C)c1csc(NNC(=O)c2ccc(Br)cc2)n1
  -4	1	-4	nt	-0.7	nt	4
- CN(C)/C=C/C(=O)c1cccc(C(F)(F)F)c1
  -1	0	-1	nt	-0.6	nt	-2
- Cc1ccsc1C(=O)NNC(=O)c1cccc(S(=O)(=O)N2CCCC2)c1
  -3	-2	14	-3	-0.5	-6	-4
- Cc1ccc(-c2ccc3c(c2)O[C@@H](CN(C)C(=O)CC2CC2)[C@@H](C)CN([C@H](C)CO)S3(=O)=O)cc1
  17	1	-4	0	-2.4	5	6
- CC(=O)Nc1ccc(S(=O)(=O)Nc2ccccc2N2CCOCC2)cc1Cl
  -1	4	-3	4	-0.1	-1	-2
- C[C@H]1CN([C@@H](C)CO)C(=O)Cc2cc(NC(=O)Nc3ccc(C(F)(F)F)cc3)ccc2O[C@@H]1CN(C)Cc1ccc(Cl)c(Cl)c1
  19	-7	0	0	-2.8	32	-5
- O=C(CCc1nnc(C2(c3ccc(Cl)cc3)CCC2)o1)N1CCCC1
  51	-4	-1	-6	nt	3	1
- C[C@@H]1CN([C@@H](C)CO)C(=O)Cc2cc(N(C)C)ccc2O[C@H]1CN(C)CC1CCCCC1
  -2	1	17	4	nt	30	-2
- Cc1cc(C)nc(/N=C(\NC(=O)C(C)(C)C)Nc2ccccc2)n1
  5	3	-5	4	nt	0	-2
- O=C(c1ccccc1)N1CC[C@@H]2[C@H]1c1cc(C#Cc3cccnc3)ccc1N[C@@H]2CO
  33	8	-2	2	0.6	5	5
- CCCc1cc(=O)[nH]c(SCC(=O)NCC2COc3ccccc3O2)n1 (stereo not given)
  -3	5	?	-5	-0.2	19	-1
- CCOc1ccc(C(=O)NCC(=O)NCCOc2ccc(C)cc2)cc1
  -1	-10	4	0	0.9	13	1
- CCC1CCCCN1Cc1ccc(OC)c(OC)c1 (stereo not given)
  1	3	1	nt	nt	nt	-2
- C[C@H]1CCCCO[C@H](CN(C)Cc2ccc(C(F)(F)F)cc2)[C@@H](C)CN([C@@H](C)CO)C(=O)c2cc(NC(=O)c3ccncc3)ccc2O1
  6	-5	0	0	1.5	-16	9
- Cc1ccnc(NC(=O)C2CCN(S(=O)(=O)c3ccc4ccccc4c3)CC2)c1
  -1	-2	-12	nt	-0.1	-3	-1
- COc1ccc2c3c([nH]c2c1)[C@@H](CO)N(C(C)=O)CC31CCN(Cc2cc(-c3ccccc3)on2)CC1
  7	-4	6	nt	-0.3	nt	2
- O=C(C[C@@H]1CC[C@@H](NC(=O)c2ccc(F)cc2)[C@@H](CO)O1)NCCc1ccccc1
  9	-1	-3	2	-0.2	1	6
- COC(=O)[C@H](C)NC(=O)Nc1cc(Cl)ccc1C
  0	0	2	2	nt	7	-3
- NC(=O)C1CC(=O)N(CCc2ccc(F)cc2)C1 (stereo not given)
  -3	-3	12	6	0.0	13	1
- COc1ccccc1NC(=O)C(C)N(C)CCOc1ccccc1 (stereo not given)
  -2	-8	9	1	nt	4	-8
- O=C1C=C(c2cc(C(F)(F)F)cc(C(F)(F)F)c2)C[C@@H](c2ccc3c(c2)OCO3)C1
  2	2	9	1	0.0	5	nt
- O=C1N/C(=N\N=C\c2ccco2)SC1Cc1ccc(F)cc1 (stereo not given)
  5	2	-7	nt	0.2	nt	-1
- CC(C)[C@@H](C)NC(=O)N(C)C[C@@H]1OCc2ccccc2-c2ccccc2C(=O)N([C@H](C)CO)C[C@H]1C
  10	-3	0	-1	-0.3	nt	-2
- COc1cccc(C#Cc2ccc3c(c2)[C@@H]2[C@@H](CCN2C(C)=O)[C@@H](CO)N3)c1
  nt	nt	nt	2	1.4	-18	nt
- CC1CCCCC1NC(=O)C1CCN(S(=O)(=O)c2ccc3c(c2)CCC(=O)N3)CC1 (stereo not given)
  1	-9	-6	3	nt	0	nt
- O=C1NC(=O)C2(CCCc3ccccc32)N1 (stereo not given)
  -5	3	4	-4	nt	-2	-5
- Cc1noc(C)c1NC(=O)N(C)C[C@H]1Oc2ccc(NC(=O)Nc3ccc(C(F)(F)F)cc3)cc2C(=O)N([C@H](C)CO)C[C@@H]1C
  -4&-26	-2&8	20&0	3	0.2&0.0	14	1&-7
- COc1cccc(CNC(=O)C[C@H]2CC[C@H](NC(=O)C3CCOCC3)[C@H](CO)O2)c1
  -31	-2	2	1	0.0	-1	-2
- COc1ccc(O)c(C(=O)c2cnc3c(c2)c(C)nn3C)c1
  -2	4	-1	nt	nt	2	-2
- CCC(=O)N1CC2(C1)[C@@H](c1ccccc1)[C@@H](CO)N2Cc1ccccc1F
  -8	1	24*	nt	0.4	nt	-1
- O=C(NCCN1CCN(C(=O)c2cccc(OC(F)F)c2)CC1)c1cccc(OC(F)F)c1
  51	0	-4	-3	-0.2	3	-3
- Cc1ccc(C(=O)N(C)Cc2nc3ccccc3c(=O)[nH]2)cc1NC(=O)c1ccco1
  -1	-5	-2	3	-0.1	-23	-1

# The list goes on.
# Each structure is followed by: S100A4 inh HTS	ERp5 inh	DENV2 CPE	PglD inh	E-sel inducer	C2C12 statin	SIRT5 block
- C[C@H]1CN([C@@H](C)CO)C(=O)Cc2cc(NC(=O)Nc3ccc(F)cc3)ccc2O[C@H]1CN(C)C
  5	3	16	1	nt	1	1
- CCOc1ccc(S(=O)(=O)Nc2cccc(C(=O)NCC(c3ccco3)N3CCCC3)c2)cc1 (stereo not given)
  -7	-13	8	-4	0.0	-3	-2
- CC(C)(C)[S@](=O)N1Cc2cc(C(=O)NCCc3ccncc3)nc(-c3cccc(-c4cccc(C#N)c4)c3)c2[C@@H]1CCO
  2	-2	-2	1	-0.2	-10	13
- CC(=O)c1ccc(OCC(=O)OCc2cc(-c3ccco3)on2)cc1
  -6	3	-2	8	0.0	5	-4
- COCC(=O)Nc1ccc2c(c1)C(=O)N(C)[C@@H]1CC[C@H](CC(=O)NCc3cccc(F)c3)O[C@@H]1CO2
  nt	nt	2	0	-0.1	-4	nt
- C/C=C/c1cnc2c(c1)C(=O)N([C@H](C)CO)C[C@@H](C)[C@H](CN(C)C(=O)Nc1ccc(F)cc1)O2
  14	2	0	7	0.3	-10	-3
- Cc1cccc(NC(=O)/C(C#N)=C/c2ccc(Sc3ccccc3)o2)c1C
  -2	4	-5	nt	nt	nt	-7
- CSc1ccc(COC(=O)CCS(=O)(=O)c2ccc(C)cc2)cc1
  -2	3	-17	5	0.4	-4	0

# Not all compounds are listed. The share of hits here may be higher or lower than overall.
